# Assay outcomes as filed in PubChem BioAssay.
# ABHD5-PLIN5 inh: ABHD5-PLIN5 protein interaction inhibition. Q00G26+Q8WTS1. Split G. princeps luciferase complementation, luminescence, 4 h. inhibition, % at 4 µM. actives 0.78% (n = 360,000);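 active = inhibition above the mean inhibition across every tested compound plus 3 SD, cut at about 22% in these data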;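 also: 0% = DMSO only wells and the 100% control is not disclosed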
# ABCB6 inh 2: inhibitors of human ABC transporter ABCB6. actives 0.19% (n = 360,000). Q9NP58. K562-ABCB6 porphyrin accumulation, flow cytometry, 1 h; hits give low values. fluorescence ratio to DMSO, % at 10 µM;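 active = fluorescence ratio to DMSO below 75%, the collection mean minus 3 SD; inconclusive = too few cells collected in the well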;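 also: signal is porphyrin accumulated inside mitochondria; 100% equals median channel fluorescence of DMSO control wells; lower ratio means ABCB6 inhibition with less porphyrin fluorescence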
# Vif imaging: HIV Vif inhibition; HEK293T cells, Vif self-association by quenched fluorescence, imaging, 24 h; inhibition, % at 7.49 µM; actives 0.35% (n = 340,000); AID 602346; in the data active = inhibition above about 50%, passing the limit was not always enough; inconclusive = no clear call, values can overlap the other calls; inactive = below about 31%; also: some results filed as inactive read as strong as hits
# TLR9-MyD88 inh: TLR9-MyD88 interaction inhibition | actives 0.21% (n = 340,000) | CHO BLA complementation TLR9-MyD88, CCF4 FRET ratio | AID 504734 | inhibition, % at 4.98 µM;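 active = inhibition above the mean over all tested compounds plus 3 SD, cut at about 21% in these data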;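 also: 0% = DMSO only wells and 100% = clavulanate BLA inhibitor control wells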
# Target sequence (Q99836 whole entry, looked up): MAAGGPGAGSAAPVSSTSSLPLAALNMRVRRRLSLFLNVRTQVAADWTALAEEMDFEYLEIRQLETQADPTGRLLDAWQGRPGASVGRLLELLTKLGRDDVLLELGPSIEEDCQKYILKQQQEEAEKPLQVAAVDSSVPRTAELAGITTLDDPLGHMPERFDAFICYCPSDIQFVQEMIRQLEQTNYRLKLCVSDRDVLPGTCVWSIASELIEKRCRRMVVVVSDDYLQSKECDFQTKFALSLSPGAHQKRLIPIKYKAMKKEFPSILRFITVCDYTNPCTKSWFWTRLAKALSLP
# Target sequence (Q9NR96 whole entry, looked up): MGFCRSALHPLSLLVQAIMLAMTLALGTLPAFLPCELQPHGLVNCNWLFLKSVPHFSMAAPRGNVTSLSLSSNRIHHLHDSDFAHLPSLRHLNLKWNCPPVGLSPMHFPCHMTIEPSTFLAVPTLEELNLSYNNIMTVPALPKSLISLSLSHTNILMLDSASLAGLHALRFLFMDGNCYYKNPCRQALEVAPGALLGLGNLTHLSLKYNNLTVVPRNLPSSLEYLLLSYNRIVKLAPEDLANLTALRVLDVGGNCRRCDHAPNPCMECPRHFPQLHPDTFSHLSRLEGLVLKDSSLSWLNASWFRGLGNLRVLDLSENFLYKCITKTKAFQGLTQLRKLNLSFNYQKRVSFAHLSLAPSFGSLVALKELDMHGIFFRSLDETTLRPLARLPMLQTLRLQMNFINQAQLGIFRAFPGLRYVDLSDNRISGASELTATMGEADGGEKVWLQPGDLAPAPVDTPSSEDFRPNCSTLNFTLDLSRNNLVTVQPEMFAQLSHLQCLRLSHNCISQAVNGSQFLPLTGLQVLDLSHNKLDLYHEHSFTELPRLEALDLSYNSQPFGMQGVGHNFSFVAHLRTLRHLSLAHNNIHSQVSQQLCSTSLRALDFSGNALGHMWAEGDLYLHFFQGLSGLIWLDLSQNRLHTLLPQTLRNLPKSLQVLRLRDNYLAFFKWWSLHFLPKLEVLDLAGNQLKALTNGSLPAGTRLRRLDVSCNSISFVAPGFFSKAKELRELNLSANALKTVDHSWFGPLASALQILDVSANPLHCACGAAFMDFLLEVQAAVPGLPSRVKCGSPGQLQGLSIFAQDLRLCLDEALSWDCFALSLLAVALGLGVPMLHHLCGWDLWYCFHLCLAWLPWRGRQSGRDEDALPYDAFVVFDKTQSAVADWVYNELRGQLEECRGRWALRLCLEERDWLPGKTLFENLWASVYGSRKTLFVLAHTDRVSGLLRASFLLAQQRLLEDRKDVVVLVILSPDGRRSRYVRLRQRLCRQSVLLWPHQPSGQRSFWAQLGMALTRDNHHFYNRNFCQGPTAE
# Exocytosis inh: lytic granule exocytosis inhibition; actives 0.66% (n = 360,000); AID 651702; inhibition, % at 10 µM; TALL-104 LAMP-1 surface exposure, flow cytometry; cells stimulated with thapsigargin and PMA;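 active = inhibition above about 55%, limit read from the data; inconclusive = no clear call, values can overlap the other calls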
# NOD2-RIPK2 inh: inhibitors of human NOD2-RIPK2 interaction | inhibition, % at 4.98 µM | O43353 | CHO BLA complementation NOD2-RIPK2, CCF4 ratio | actives 0.38% (n = 360,000) | AID 624267; in the data active = inhibition above about 21%;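 also: 0% = vehicle only and 100% = reference blocker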
# N-glyco inh: blocks N-linked glycosylation in D54 reporter cells; D54 ERlucT glycosylation luciferase reporter, 24 h; percent of 100 nM tunicamycin response; reporter increase, % at 12.5 µM; actives 0.23% (n = 360,000);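 active = mean luciferase reporter signal, scaled so untreated is 0 and the glycosylation-blocking control 100, at or above a set limit in every replicate; inconclusive = mean reaches the limit but not every replicate does; inactive = mean below the limit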;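 also: luciferase carries N-glycosylation sites so blocking glycosylation raises the light; 0% = median of neutral control wells and 100% = median of 100 nM tunicamycin wells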
# aDG glyco act: alpha-DG glycosylation activation. Pro5-aDG cells, alpha-DG glycosylation AlphaScreen (IIH6); 0% Pro5, 100% B10-LARGE cell signal. activation, % at 10 µM. actives 0.22% (n = 360,000);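 active = activation of at least 8% versus controls, or a plate z-score of at least 8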;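 also: Pro5 are CHO cells carrying HIG-tagged alpha-DG that lacks glycosylation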
# MC4R ag barr: human MC4R agonism via beta-arrestin | P32245 | U2OS MC4R beta-arrestin complementation, luminescence; percent of melanotan II response, DMSO zero | activation, % at 8.9 µM | actives 0.98% (n = 360,000);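 active = activation above a per-plate cutoff, the mean activation of sample wells on that plate plus 3 SD, cut at about 8% in these data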
# MC4R antag cAMP: human MC4R antagonism in cAMP assay. P32245. MC4R-expressing cells, MTII-stimulated cAMP, LANCE TR-FRET. inhibition, % at 6.5 µM. actives 0.48% (n = 360,000). AID 540295;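 active = inhibition above its plate's cutoff, the mean of tested wells on that plate plus 3 SD, cut at about 29% in these data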;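 also: 0% = Melanotan II alone and 100% = Melanotan II plus saturating MCL0020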
#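 Assay system: U2OS-MC4R stable cell line; Also added: Melanotan II; Technique: Eu-cAMP/anti-cAMP TR-FRET, emission 671 nm; Times: 30-min compound, 1-h challenge, 1-h detection, room temperature.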
# Starred values were filed as active, the others as inactive; ? = inconclusive; . = not tested or not shown.
# Below each SMILES: ABHD5-PLIN5 inh	ABCB6 inh 2	Vif imaging	TLR9-MyD88 inh	Exocytosis inh	NOD2-RIPK2 inh	N-glyco inh	aDG glyco act	MC4R ag barr	MC4R antag cAMP
COc1cccc(CN2CCNC(=O)C2CC(=O)NCC2CCOCC2)c1 (configuration not stated)
  3	97	-2	4	-2	8	3	-0.2	-2.1	3
CCN(CC(=O)Nc1ccc(NC(C)=O)cc1)C(=O)CSCc1c(C)noc1C
  -6	102	5	5	-1	-4	1	0.0	-1.9	-6
CCCNC(=O)COC(=O)c1ccccc1OCc1ccc(Cl)cc1
  1	98	-15	0	1	2	0	0.2	2.4	11
Cc1ccccc1NC(=O)Cn1c(=O)n(C)c2ccccc21
  3	101	1	6	-3	0	1	-0.1	-1.4	4
CCCOc1nc(SCCC)nc2c1cnn2-c1ccccc1
  4	106	2	-7	-9	0	-1	0.3	-0.3	12
Cc1c(OCC(=O)NCCCn2ccnc2)ccc2c3c(c(=O)oc12)CCC3
  -3	99	-4	-7	9	9	4	0.8	-1.6	21
O=C(NCc1cccc(Cl)c1)C1CCN(S(=O)(=O)c2ccc(F)cc2)CC1
  -18	94	-2	-3	-1	-5	-2	0.0	-2.6	15
CN(N=O)c1ccc(CC2CCc3ccccc32)cc1 (configuration not stated)
  -3	91	14	7	-8	-5	-4	0.0	2.7	-3
CCOC(=O)N1CCN(C(=O)COc2ccc(Br)cc2Cl)CC1
  -1	93	16	1	5	-4	-2	0.2	-2.4	4
CC(C)N(CCCNC(=O)CC1Oc2ccccc2NC1=O)Cc1ccccc1 (configuration not stated)
  3	105	13	-4	-5	3	3	0.0	-0.2	2
O=S(=O)(NCc1ccccc1)c1ccc(-n2cccn2)cc1
  -1	100	0	4	5	7	2	-0.1	-0.7	13
Cc1cc(C)n2nc(SCC(=O)N3CC(C)CC(C)C3)nc2n1 (configuration not stated)
  3	92	-2	-9	0	-4	2	0.0	-1.1	-6
c1ccc2c(N3CCCC3)nc(-c3ccncc3)nc2c1
  7	111	-13	-9	60*	-7	3	0.1	1.2	1
COc1ccc(CCN(C)C(=O)CCNS(=O)(=O)c2ccccc2C(F)(F)F)cc1OC
  0	99	?	-12	24	5	2	-0.1	1.3	9
O=C(O)c1ccc(NC2OC[C@@H](O)[C@H](O)[C@H]2O)cc1 (some centres not stated)
  -8	93	-4	-3	-7	2	-2	0.0	0.7	-3
Cc1ccc(NCCC(=O)c2cccc([N+](=O)[O-])c2)c(C)c1
  1	101	0	-3	22	9	-3	0.6	1.0	19
CCC1=C(OC(=O)N(CC)CC)N2C(=O)OC(=NCCOC)[C@]2(Cc2ccccc2)[C@H]2C1=CC[C@H]1C(=O)N(C)C(=O)[C@H]12
  0	103	-8	-2	-17	4	1	0.1	-0.6	2
Cc1sc2ncn(CC(=O)N(CC(=O)NC3CCCC3)Cc3cccs3)c(=O)c2c1C
  -7	100	-4	-5	0	-3	0	0.5	2.3	10
O=C(N/N=C/c1ccncc1)c1cccc(S(=O)(=O)Nc2ccc(Cl)cc2)c1
  7	99	7	-3	1	-13	1	0.0	-0.9	8
CCc1ccccc1NC(=O)C1CC(c2ccc(F)cc2)=NO1 (configuration not stated)
  -6	102	.	0	-1	-1	.	0.1	-0.7	-2
Cn1cc(CN2CCC(C(O)c3cccs3)CC2)c(-c2ccccc2F)n1 (configuration not stated)
  4	103	6	-3	-1	-17	-1	-0.1	0.0	-3
COc1ccc(CCNC(=O)CSc2nc3[nH]ncc3c(=O)n2-c2cccc(C(F)(F)F)c2)cc1OC
  3	96	4	2	-5	-2	3	0.2	-1.2	5
C=CCn1c(SCC(=O)Nc2cc(C)on2)nc2sc3c(c2c1=O)CCCC3
  4	86	.	-2	1	-1	-1	0.1	-2.5	3
O=C(CSc1ncccn1)N1CCN(Cc2ccccc2)CC1
  5	99	-11	6	-2	-2	0	0.2	0.1	0
CCCCn1c(=O)c(CCC(=O)OCC(=O)Nc2cc(Cl)ccc2OC)nc2ccccc21
  -6	94	5	-1	-2	6	2	0.1	-2.3	7
COc1ccc(/C=N/N=C/c2ccc(OC)c(OC)c2)cc1OC
  -8	97	?	4	1	3	0	0.3	-1.9	-5
Cc1ccc(Sc2nnc(-c3ccccc3)cc2C#N)cc1
  -6	100	5	2	2	-6	0	-0.2	13*	4
COc1cc(C)ccc1OCCCCNCc1ccccc1
  8	96	-2	-4	8	11	-3	0.0	-1.5	2
COc1ccc(NC(=O)CN(c2cccc(F)c2)S(C)(=O)=O)cc1OC
  1	84	24	13	-1	8	0	-0.1	0.8	2
N#C/C(=C(/O)CN1CCCC1)c1nc(-c2ccccc2)cs1
  0	99	-3	-11	1	0	-4	0.0	-0.7	-3
O=[N+]([O-])c1ccc(Cc2nnc(-c3ccccc3Cl)o2)cc1
  -10	95	3	4	-5	-3	-10	-0.1	1.2	2
Cc1ccc(C(=O)C2CCN(CC(=O)Nc3nc(C)cs3)CC2)cc1
  0	98	0	-7	-1	-4	1	0.2	0.5	-2
OC(c1cccc(Cl)c1)c1nc(/C=C/c2ccc(C(F)(F)F)cc2)cs1 (configuration not stated)
  -5	100	7	.	2	-3	-1	-0.2	0.9	2
CC(C)OCc1ccc(C(=O)N2CCN(S(=O)(=O)c3ccc(Br)s3)CC2)cc1
  -10	111	0	0	-11	-14	-1	0.3	0.7	8
O=C(O)c1ccc(/C=N/Nc2ccc(S(=O)(=O)N3CCCC3)cc2[N+](=O)[O-])cc1
  -1	103	-3	-5	14	-5	4	0.0	-1.1	7
C[C@H](OC(=O)N1CCN(C(c2ccccc2)c2ccccc2)CC1)[C@@H]1O[C@@]2(C)CCC[C@H]1O2
  -15	98	5	-9	-5	-2	-6	0.0	1.7	2
CC1=C(C(=O)OCc2ccccc2)C(c2ccc(C)o2)C2=C(CCCC2=O)N1 (configuration not stated)
  7	101	6	9	2	2	-5	0.2	-2.2	0
CCc1c(C)nc2ncnn2c1NCc1cccs1
  -1	100	-1	-6	-3	-9	0	0.3	-1.6	-5
OC(c1cccc(CN2CCCCC2)c1)c1ncc(-c2cccc3ccccc23)[nH]1 (configuration not stated)
  0	99	.	.	-5	-1	-6	0.6	-1.1	1
COc1ccccc1CNC(=O)C1CCCN(S(=O)(=O)c2c(C)[nH]c(=O)[nH]c2=O)C1 (configuration not stated)
  -2	90	18	-5	0	5	1	0.1	2.1	21
O=C(c1cc2ccccc2[nH]1)N(Cc1cccnc1)CC1CCCN(C2CCCCC2)C1 (configuration not stated)
  -7	101	-1	7	2	-10	-2	0.1	-1.8	8
CC1=C(C(=O)N2CCCCCC2)CC(CC(=O)NC2CCCCC2)C(=O)N1Cc1ccccc1 (configuration not stated)
  8	95	.	.	3	0	4	-0.1	.	.
Cc1ccc(NC(=O)CNCc2cccs2)cc1Br
  -4	101	0	7	0	4	0	0.2	-1.8	2
CC(=O)/C(=N\Nc1ccc(C)cc1)Sc1nncn1C
  -6	103	-2	10	3	2	2	-0.1	-2.1	0
CC(C)C[C@H]1CNC(=O)C(=O)N1C[C@@H]1CCCN1C[C@H](Cc1ccccc1)N1C[C@H](Cc2ccccc2)N(CCc2ccccc2)C(=O)C1=O
  10	107	.	.	3	4	.	0.0	.	.
CC(C)Oc1cccc(NC(=O)C2(C)CCN2C(C)C)c1 (configuration not stated)
  4	96	-4	.	-3	-2	1	-0.3	0.9	0
O=C(CCN1CCN(C/C=C/c2ccccc2)CC1)Nc1ccccc1
  0	92	.	-3	2	-2	.	3.0	-0.9	-2
O=C(CNCc1ccccc1Cl)Nc1cc(S(=O)(=O)N2CCOCC2)ccc1Cl
  2	100	-18	9	-1	-1	-3	-0.1	1.0	4
S=C(NCc1ccccc1)NCc1ccccn1
  -3	104	-9	-10	-2	-8	0	0.1	1.5	11
CC1=C(C(N)=O)C(c2ccc(Br)cc2)n2ncnc2N1 (configuration not stated)
  -5	98	4	-1	-2	-10	-8	0.0	-1.4	3
CC(C)(C)C(=O)N1CCN(c2c(Cl)cccc2[N+](=O)[O-])CC1
  -6	109	11	-6	0	2	-3	0.4	0.3	-8
COc1cc(OC)c(-c2nc3c[n+](CC(=O)c4ccccc4)ccc3n2C)cc1OC
  6	100	13	-2	1	0	0	-0.1	0.2	15
CCOc1ccccc1N(CC(=O)N1CCC(C)CC1)S(=O)(=O)c1ccc(C)cc1
  -2	101	3	-8	-10	3	-2	0.1	-1.1	-3
Cc1ccc(NS(=O)(=O)c2c(C)[nH]c(=O)[nH]c2=O)cc1C
  0	96	?	2	-2	-17	1	-0.1	0.6	-2
CC1CCN(S(=O)(=O)c2ccc3c(c2)N(CC(=O)NCc2cccnc2)C(=O)CS3)CC1
  5	102	0	11	-2	-8	-1	0.4	-1.8	5
CCOCC(=O)Nc1cc(C(F)(F)F)ccc1Oc1cccc(Br)c1
  -5	100	-3	0	42	-6	-2	0.3	2.3	8
COCCOC(=O)c1nccnc1C(=O)Nc1ccc(S(=O)(=O)N2CCOCC2)cc1
  1	97	-1	.	1	-4	1	0.0	-2.8	12
COc1ccccc1NC(=O)c1cccs1
  -2	97	-6	1	1	-15	-2	0.1	2.3	-6
Cc1ccc(NC(=S)N(CCCN2CCCC2)Cc2cccn2Cc2ccc(Cl)cc2)cc1Cl
  11	92	-1	-4	65*	-6	-1	0.2	-1.1	6
COc1ccc(C)cc1NC(=O)NC(C)c1ccncc1 (configuration not stated)
  -2	106	-4	-4	2	-7	0	0.0	0.1	6

# Carrying on.
# Below each SMILES: ABHD5-PLIN5 inh	ABCB6 inh 2	Vif imaging	TLR9-MyD88 inh	Exocytosis inh	NOD2-RIPK2 inh	N-glyco inh	aDG glyco act	MC4R ag barr	MC4R antag cAMP
COc1ccccc1CCNS(=O)(=O)CCNC(=O)c1ccccc1
  -1	96	4	6	-7	-9	-1	-0.3	-3.2	1
Cc1cc(F)ccc1NC(=O)C1CCN(C(=O)Nc2ccccc2)CC1
  -2	96	.	0	2	-4	1	-0.1	-2.6	10
CCN(C(=O)CSc1nc(-c2ccccc2)c(-c2ccccc2)[nH]1)C1CCS(=O)(=O)C1 (configuration not stated)
  3	101	.	-7	-4	-6	-1	0.0	0.4	9
Cc1ccccc1C(=O)NC1CCN(CC(=O)Nc2nccs2)CC1
  -5	105	4	1	0	3	0	0.0	-2.7	5
CCOc1ccc(NC(=O)CN(C)C(=O)c2cccnc2Sc2ccc(Cl)cc2)cc1OCC
  -4	102	-13	-7	18	-2	0	0.2	-3.4	11
COc1ccc(CNS(=O)(=O)c2ccc(N3CCCC3)cc2Br)cc1
  0	87	12	-5	-3	-1	2	0.0	0.2	7
Cc1cc(C(=O)NCCCC(=O)O)c(C)o1
  0	96	2	-7	0	1	3	-0.1	-2.3	7
COc1ccc(OC)c(NC(=O)NCCc2cccc(Cl)c2)c1
  0	101	6	-7	-2	4	-1	0.1	0.4	10
NC1=NC2=C(CCCC2)C2(CCCCC2)S1
  1	96	-6	-5	0	3	-6	1.3	-1.1	14
Cc1cc(NC(=O)COC(=O)c2cccc(O)c2)no1
  2	101	3	-2	-1	-8	1	0.3	-2.1	4

# An excerpt (hit frequency here may not be typical).
